Compound activity from PubChem BioAssay.
NCI-60 one-dose screen, 48 h, at 10 µM unless noted. Numbers give growth in % (100 = growth as untreated, 0 = no growth, -100 = all killed).
HCT-116 = HCT-116 colon cancer | AID 1794798 | actives 7.3% (n = 82,000)
COLO 205 = COLO 205 colon cancer; actives 7.3% (n = 79,000); AID 1794742
NCI-H322M = NCI-H322M lung cancer; actives 2.7% (n = 80,000)
NCI/ADR-RES = NCI/ADR-RES ovarian cells. AID 1794790. actives 4.4% (n = 81,000)
NCI-H226 = NCI-H226 lung cancer | actives 3.5% (n = 79,000)
NCI-H460 = NCI-H460 lung cancer. actives 6.8% (n = 82,000)
NCI-H23 = NCI-H23 lung cancer | actives 4% (n = 80,000)
HCT-15 = HCT-15 colon cancer; actives 5.2% (n = 82,000); AID 1794746
NCI-H522 = NCI-H522 lung cancer; actives 8% (n = 78,000)
* = called active by the depositor; x = not tested or not shown; & = joins results of further samples. How the source made its calls: active means growth percent below 10; inactive means the rest.

structure	HCT-116	COLO 205	NCI-H322M	NCI/ADR-RES	NCI-H226	NCI-H460	NCI-H23	HCT-15	NCI-H522
CCOc1ccc(-n2nc(C(=O)Nc3cccc(OC)c3)nc2-c2cc(OC)c(OC)c(OC)c2)cc1	67	67	80	77	77	79	86	74	58
CCOC(CN1CCOCC1)OCC	116	107	115	108	104	101	106	105	83
O=C1Nc2ccccc2/C1=N/c1nnc(Sc2ccccc2)s1	92	117	92	100	88	97	93	98	86
C=C(C)[C@@H]1CC[C@]2(C(=O)O)CC[C@]3(C)[C@H](CC[C@@H]4[C@@]5(C)C[C@@H](Cc6cn(CCO[C@@H]7O[C@H](COC(C)=O)[C@H](OC(C)=O)[C@H](OC(C)=O)[C@H]7OC(C)=O)nn6)[C@H](O)C(C)(C)[C@@H]5CC[C@]43C)[C@@H]12	45	97	83	92	82	62	61	70	64
O=[N+]([O-])c1ccc(NCc2ccccc2)c([N+](=O)[O-])c1	94	107	94	98	98	96	100	103	87
CN(N=C(c1ccccc1)c1ccccc1)c1ccccc1	76	101	x	110	103	105	98	93	79
COc1ccc(-c2ccc(NC(=O)Nc3ccccc3)c(C)n2)cc1	86	118	96	105	94	98	98	95	73
N#Cc1c(N)nc(NCCO)nc1-c1ccccc1	105	97	110	105	90	101	102	101	85

Next section:
structure	HCT-116	COLO 205	NCI-H322M	NCI/ADR-RES	NCI-H226	NCI-H460	NCI-H23	HCT-15	NCI-H522
CC(C(=O)n1cc(-c2ccccc2)c(-c2ccccc2)c1)c1ccccc1 (stereo unspecified)	100	122	110	106	104	104	101	112	102
N#Cc1c(N)nc2c(c(N)nn2-c2ccccc2)c1-c1ccccc1	102	113	108	108	97	107	101	109	92
COc1cc(-c2nc3c(ncc4ccc(=O)n(-c5ccccc5)c43)s2)cc(OC)c1OC	80	79	74	73	63	84	81	79	65
O=C(COc1ccc(C2SCC(=O)N2c2ccc(Br)cc2)cc1)c1ccccc1 (stereo unspecified)	83	102	97	92	86	80	94	64	85
COc1ccc(NC(=O)c2cc(OC)c3c(c2)OCO3)cc1	109	113	118	100	108	104	99	107	125
Nc1nc(NC(=O)Nc2ccc(F)cc2)nn1-c1ccc(S(N)(=O)=O)cc1	99	107	98	101	96	96	96	100	94
Cc1cccc(NC(=O)c2sc3nc4c(cc3c2N)CCCC4)c1	22	27	37	11	65	28	65	24	25
O=C1NC(=O)C(c2c[nH]c3ccc(Br)cc23)=C1c1cccc2ccccc12	106	120	95	105	73	101	94	97	87

Next section:
structure	HCT-116	COLO 205	NCI-H322M	NCI/ADR-RES	NCI-H226	NCI-H460	NCI-H23	HCT-15	NCI-H522
CS(=O)(=O)Nc1ccc(C(=O)NC(C(=O)NO)c2ccc(C3CCCC3)cc2)cc1 (stereo unspecified)	95	116	98	97	x	106	93	104	90
CC(=O)N1N=C(c2ccc(Nc3nc(Nc4ccc(Cl)cc4)nc(Nc4ccc(Cl)cc4)n3)cc2)CC1c1ccco1 (stereo unspecified)	91	109	103	93	100	97	85	86	68
Cc1cc(=O)n2[nH]c(-c3ccc(C(C)(C)C)cc3)cc2n1	72	86	87	83	73	46	52	72	67
CC(C)=C[C@@H]1C[C@H](O)Cc2cc(Cl)ccc2N1	102	116	88	101	107	109	97	104	98
COc1nc2cc(C)ccc2cc1-c1nc2c(cnn2-c2ccccc2)c(=O)[nH]1	100	123	103	95	118	109	100	112	97
CCN(CC)CCCC(C)NCC(=O)NC(c1ccc2c(c1)OCO2)c1cc(Cl)c2cccnc2c1O (stereo unspecified)	7.3*	18	35	39	41	8.8*	42	21	37
O=C1C=CC(=O)N1C1c2ccccc2-c2ccccc21	98	20	95	100	96	97	98	62	29
CC1CC2Oc3ccc(Cl)cc3C(=O)N2O1 (stereo unspecified)	107	108	126	107	99	108	100	99	108

(more compounds)
structure	HCT-116	COLO 205	NCI-H322M	NCI/ADR-RES	NCI-H226	NCI-H460	NCI-H23	HCT-15	NCI-H522
C=CC(=O)N[C@@H](Cc1ccc(-c2cc(Cl)cc(Cl)c2)cc1)[C@@H](O)[C@H](O)C(=O)OCC	92	106	97	97	82	104	95	116	72
CC1(C)CC(=O)C2(Cc3c(C(C)(C)C)nn(-c4ccccc4)c3N(Cc3ccc4c(c3)OCO4)C2)C(=O)C1	46	89	100	66	74	71	68	58	61
O=C(NCCNc1nccc(-c2c(-c3cccc(F)c3)nc3sccn23)n1)c1ccc(C(F)(F)F)cc1	51	33	82	73	65	73	80	53	66
O=[N+]([O-])c1cc(S(=O)(=O)OCC2CO2)ccc1Cl (stereo unspecified)	54	117	82	108	110	109	96	93	86
Clc1ccc(-c2nnc(-c3nc4ccccc4nc3Cl)o2)cc1	97	116	101	109	102	107	105	106	97
O=C(c1ccc(F)cc1)[C@H]1[C@H]2CCCN2[C@@]2(C(=O)Nc3ccc(F)cc32)[C@]12C(=O)Nc1ccccc12	81	92	92	95	82	88	95	87	75
CC(=O)O[C@H]1C[C@@]2(C)[C@@H](C[C@@H](O)[C@H]3[C@@]4(C)CCC(=O)[C@@H](C)[C@@H]4CC[C@@]32C)/C1=C(\CCC(Br)C(C)(C)[n+]1ccccc1)C(=O)O (stereo partly specified)	100	113	103	106	104	107	101	105	89
CN(C)CCCC1(c2ccc(F)cc2)OCc2cc(-c3ccncc3)ccc21 (stereo unspecified)	94	99	102	100	98	102	104	100	84

More entries follow.
structure	HCT-116	COLO 205	NCI-H322M	NCI/ADR-RES	NCI-H226	NCI-H460	NCI-H23	HCT-15	NCI-H522
Cc1ccc2[nH]c(=O)c3c(c2c1)OC(N)=C(C#N)C31c2cc(Br)ccc2-c2ccc(Br)cc21	68	30	75	82	59	40	59	45	74
CCCCC(C=O)(C=C=C(C)C)CC (stereo unspecified)	106	110	101	106	103	105	112	98	96
C[C@@H](Oc1ccc(C(=O)NS(=O)(=O)C(C)(C)C)cc1C(F)(F)F)c1ccc(Oc2ccccc2)cn1	26	49	54	66	73	46	61	24	24
O=C1c2cc(Br)ccc2Oc2cc([N+](=O)[O-])ccc2N1c1ccc(Br)cc1F	81	114	98	98	x	104	86	88	87
NC1CCC(C(=O)O)CC1 (stereo unspecified)	99&95	107&105	105&117	107&110	100&104	104&99	108&111	99&106	96&97
COCCn1c(=S)sc2c(NCc3ccc(Cl)cc3)nc(-c3ccc(Cl)cc3)nc21	91	110	95	95	96	95	94	96	92
NC(N)=NNCCOc1c(Cl)cccc1Cl	93	102	121	118	102	108	103	111	91
CCCCCCCCCCCCCCCCOc1ccccc1NC(=O)CC(C)=O	98	131	109	100	105	112	111	113	87

One compound at a time, as listed above.
NC1CCC(C(=O)O)CC1 (stereo unspecified) is entered as HCT-116: 99&95; COLO 205: 107&105; NCI-H322M: 105&117; NCI/ADR-RES: 107&110; NCI-H226: 100&104; NCI-H460: 104&99; NCI-H23: 108&111; HCT-15: 99&106; NCI-H522: 96&97
C[C@@H](Oc1ccc(C(=O)NS(=O)(=O)C(C)(C)C)cc1C(F)(F)F)c1ccc(Oc2ccccc2)cn1 is entered as HCT-116: 26; COLO 205: 49; NCI-H322M: 54; NCI/ADR-RES: 66; NCI-H226: 73; NCI-H460: 46; NCI-H23: 61; HCT-15: 24; NCI-H522: 24

(continued)
structure	HCT-116	COLO 205	NCI-H322M	NCI/ADR-RES	NCI-H226	NCI-H460	NCI-H23	HCT-15	NCI-H522
CCC(O)C(CC(C)N(C)C)c1ccccc1 (stereo unspecified)	97	100	100	101	96	110	100	100	94
COc1cccc(-c2cn3nc(-c4c[nH]c5ccccc45)sc3n2)c1	84	96	83	73	93	97	84	57	52
CCCOc1ccc2c(c1)CC[C@@H]1[C@@H]2CC[C@@]2(C)[C@H]1CC[C@]2(C)O	84	28	71	80	92	36	93	57	76
Cc1c(C2(c3cc(C(C)C)c(O)c(Br)c3C)OS(=O)(=O)c3ccccc32)cc(C(C)C)c(O)c1Br	102	x	114	x	106	108	98	102	99
COc1ccc(-c2nnc(-c3ccc4c(c3)nc(-c3ccc(OC)cc3)n4C3CCCCC3)o2)cc1	92	81	105	92	103	100	86	76	61
Nc1ccccc1-c1ccn[nH]1	93	87	94	105	87	104	110	85	x
CC(=O)[C@H]1CC[C@H]2[C@@H]3CC[C@H]4CC(=O)CC[C@]4(C)[C@H]3[C@H](O)C[C@]12C	107	100	121	106	x	108	101	105	101
CCN=C1C=C/C(=C(/c2ccc(NCC)c(C)c2)c2cc(O)c(S(=O)(=O)O)cc2S(=O)(=O)O)C=C1C	105	93	82	104	100	106	106	105	92

Further compounds follow.
structure	HCT-116	COLO 205	NCI-H322M	NCI/ADR-RES	NCI-H226	NCI-H460	NCI-H23	HCT-15	NCI-H522
COc1ccc(NC(=O)c2sc3c(=O)[nH]c(C(F)(F)F)nc3c2C)cc1	100	114	107	102	98	115	93	104	79
CCc1c(Nc2ccc(C)c(C)c2)[nH]c(N)nc1=S	100	106	110	107	99	104	100	100	90
O=C(NC1CC1)c1ccc(-c2nc3ccc4[nH]ncc4c3c3c2CCCC3)cc1	17	24	42	72	45	42	53	29	19
COc1cc(NCCCCCNCC(C)(C)C)c2ncccc2c1	90	91	95	99	89	107	104	101	96
COc1ccc(OC)c([N+](=O)[O-])c1[N+](=O)[O-]	105	110	102	116	100	111	112	100	91
Cc1ccc(/C=C/C2=NN(c3ccccc3)C(c3ccc(C)o3)C2)o1 (stereo unspecified)	86	100	102	98	90	100	91	95	84
CC(=O)c1nc2ccccc2n1CCNC(N)=O	37	70	95	101	100	55	82	103	62
COc1ccc(/C=C(/c2cc(OC)c(OC)c(OC)c2)c2nnc(-c3cc(OC)c(OC)c(OC)c3)o2)cc1	81	94	81	73	79	86	90	89	75

In the list so far, these contain a CF3 group.
structure	HCT-116	COLO 205	NCI-H322M	NCI/ADR-RES	NCI-H226	NCI-H460	NCI-H23	HCT-15	NCI-H522
O=C(NCCNc1nccc(-c2c(-c3cccc(F)c3)nc3sccn23)n1)c1ccc(C(F)(F)F)cc1	51	33	82	73	65	73	80	53	66
C[C@@H](Oc1ccc(C(=O)NS(=O)(=O)C(C)(C)C)cc1C(F)(F)F)c1ccc(Oc2ccccc2)cn1	26	49	54	66	73	46	61	24	24
COc1ccc(NC(=O)c2sc3c(=O)[nH]c(C(F)(F)F)nc3c2C)cc1	100	114	107	102	98	115	93	104	79

Next section
structure	HCT-116	COLO 205	NCI-H322M	NCI/ADR-RES	NCI-H226	NCI-H460	NCI-H23	HCT-15	NCI-H522
COc1ccc(-c2ccc(C)n2-c2ccc(-c3nc4cc(Cl)ccc4s3)cc2)cc1	97	96	103	96	79	100	83	105	99
CC(=O)OC(C)(C#N)C(C)(C#N)OC(C)=O (stereo unspecified)	101	133	111	100	105	109	109	92	105
CC(C)n1nc(C#Cc2cccc(O)c2)c2c(N)ncnc21	-64*	x	-30*	-29*	-42*	-5.3*	-28*	-11*	-45*
N#Cc1ccc(C(=O)CSc2nc(Nc3cccc(S(N)(=O)=O)c3)c3ccccc3n2)cc1	80	113	93	103	63	88	x	105	70
CCCCN(CCCC)C(=O)CCl	105	113	101	112	98	104	104	107	102
CCn1cc(C(=O)O)c(=O)c2cc(F)c(N3CCN(C)CC3)cc21	112	118	95	97	105	102	96	102	104
O=C1NC(=O)C(=O)N1	104	112	99	118	105	x	106	105	85
N#CCc1nnc(NC(=O)c2ccc(-n3c(=O)[nH]c4ccccc4c3=O)cc2)s1	103	105	101	104	106	100	93	97	89

(listing goes on)
structure	HCT-116	COLO 205	NCI-H322M	NCI/ADR-RES	NCI-H226	NCI-H460	NCI-H23	HCT-15	NCI-H522
O=C(Nc1cccc2[nH]c(C(F)(F)F)nc12)c1ccc(F)cc1	84	95	101	92	86	55	84	97	51
O=C(CSc1nnc(Nc2ccccc2)s1)NCCc1ccc(F)cc1	100	115	115	99	85	105	131	120	91
Cc1ccc(S(=O)(=O)N(CCC(=O)O)CCC(=O)O)cc1	101	109	106	98	100	113	94	99	90
CC(C)C[C@@H](CC(N)=O)CC(=O)N[C@@H](CC(=O)N1CCn2c(nnc2C(F)(F)F)C1)Cc1cc(F)c(F)cc1F	86	115	102	99	88	108	93	98	92
COc1ccc2c(c1)CN(CCc1ccccc1)CO2	107	106	103	109	99	106	109	101	113
COc1cc(NC(C)CCCN2C(=O)c3ccccc3C2=O)c2ncccc2c1OC (stereo unspecified)	84	101	79	91	98	103	92	94	71
Cc1cccc(C(=O)c2ccccc2Cl)c1O	99	132	104	102	103	112	93	114	110
